Compound activity: PubChem, National Center for Advancing Translational Sciences (NCATS)
G9a inh – qHTS Assay for Inhibitors of Histone Lysine Methyltransferase G9a; Histone-lysine N-methyltransferase EHMT2 (Homo sapiens), Q96KQ7; G9a H3K9 monomethylation, AlphaScreen, 2 h; Potency, µM (top dose mostly 102 µM), without a hit: at the top dose activity, negative = inhibition, actives largely listed as inhibitors; hit rate 8.8% among 350,000; AID 504332, 2011; also: % is scaled to controls: 0 for no effect and ±100 for the full control effect; nearly all actives have a fitted effect of over 75% in size
Target sequence (Q96KQ7 913-1193 limits assumed): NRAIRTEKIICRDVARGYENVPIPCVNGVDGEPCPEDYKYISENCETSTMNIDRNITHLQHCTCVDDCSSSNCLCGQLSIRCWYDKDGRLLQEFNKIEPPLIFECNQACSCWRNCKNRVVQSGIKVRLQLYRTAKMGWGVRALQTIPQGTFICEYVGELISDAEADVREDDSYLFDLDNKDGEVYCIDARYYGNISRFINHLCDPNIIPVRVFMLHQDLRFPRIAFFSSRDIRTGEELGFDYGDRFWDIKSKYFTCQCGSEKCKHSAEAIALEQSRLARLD
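Chemiluminescent proximity detection of H3K9 monomethylation, read after 10 min bead incubation in the dark. Reaction: 20 nM G9a, 500 nM biotin-H3K9 peptide, 20 uM SAM cofactor, 2 h, room temperature, following 15 min enzyme-compound preincubation.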
POLB inh – qHTS Assay for Inhibitors of DNA Polymerase Beta. hit rate 1.3% among 340,000. AID 485314, 2010. Potency, µM (titrated, usually from 114 µM), without a hit: top-dose activity change, negative = inhibition, most hits filed as inhibitors. Pol beta primer extension/strand displacement, fluorescence kinetic. P06746; also: % is scaled to controls: 0 for no effect and ±100 for the full control effect
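Pol beta (10 nM) was preincubated with compound for 15 min at room temperature. The reaction was then started with 50 nM substrate and read immediately and after a further 10 min at room temperature.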
JMJD2A Tudor inh – qHTS Assay for Inhibitors of JMJD2A-Tudor Domain; Lysine-specific demethylase 4A (Homo sapiens), O75164; AlphaScreen JMJD2A-Tudor / H3K4me3 peptide binding; Potency, µM (highest dose often 114 µM), without a hit: top-dose activity change, negative = inhibition, actives largely listed as inhibitors; hit rate 4.4% among 390,000; AID 504339, 2011; also: % is scaled to controls: 0 for no effect and ±100 for the full control effect; nearly all actives have a fitted effect of over 50% in size
Pol eta inh – qHTS for Inhibitors of Polymerase Eta. Potency, µM (top dose mostly 114 µM), for the others: at the highest dose activity change, negative = inhibition, actives largely listed as inhibitors. DNA polymerase eta (Homo sapiens), Q9Y253. recombinant Pol eta, fluorescent DNA replication assay. hit rate 1.2% among 390,000; also: % is scaled to controls: 0 for no effect and ±100 for the full control effect
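Fluorescent replication assay: 50 nM final substrate added after a 15 min room-temperature compound preincubation with 10 nM enzyme. Signal taken at 0 min and again at 10 min.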
POLI inh – qHTS for Inhibitors of Polymerase Iota; AID 588590, 2011; Potency, µM (titrated, usually from 115 µM), for the others: at the highest dose activity, negative = inhibition, actives largely listed as inhibitors; Pol iota fluorescent replication assay, 10 min; hit rate 1% among 390,000
Target sequence (Q9UNA4 whole entry, looked up): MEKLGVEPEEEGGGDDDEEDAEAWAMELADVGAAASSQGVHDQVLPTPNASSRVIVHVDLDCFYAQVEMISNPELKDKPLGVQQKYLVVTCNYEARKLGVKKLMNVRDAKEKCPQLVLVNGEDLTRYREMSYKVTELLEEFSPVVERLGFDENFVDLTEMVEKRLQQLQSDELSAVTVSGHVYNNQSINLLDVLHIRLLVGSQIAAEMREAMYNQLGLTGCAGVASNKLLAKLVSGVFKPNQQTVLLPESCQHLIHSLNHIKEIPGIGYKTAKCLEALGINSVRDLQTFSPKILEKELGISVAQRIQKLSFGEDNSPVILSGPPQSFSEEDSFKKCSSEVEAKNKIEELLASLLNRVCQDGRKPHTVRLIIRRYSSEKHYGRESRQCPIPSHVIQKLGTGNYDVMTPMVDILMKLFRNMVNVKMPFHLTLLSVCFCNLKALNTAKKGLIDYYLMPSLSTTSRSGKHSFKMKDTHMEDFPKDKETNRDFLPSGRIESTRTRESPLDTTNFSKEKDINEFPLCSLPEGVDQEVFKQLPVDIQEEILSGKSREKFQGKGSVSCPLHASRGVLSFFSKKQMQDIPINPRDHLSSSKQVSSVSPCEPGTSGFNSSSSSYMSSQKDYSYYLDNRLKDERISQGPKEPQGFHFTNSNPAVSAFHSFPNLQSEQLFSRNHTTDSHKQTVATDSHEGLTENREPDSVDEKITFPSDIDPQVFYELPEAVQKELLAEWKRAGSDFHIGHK
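Pol iota at 10 nM preincubated 15 min with compounds at room temperature; reaction started with fluorescent substrate, 50 nM final. Fluorescence read kinetically at 0 and 10 min; buffer-only wells as negative control.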
Pol kappa inh – qHTS for Inhibitors of Polymerase Kappa. DNA polymerase kappa (Homo sapiens), Q9UBT6. purified Pol kappa, fluorescent DNA synthesis assay, 10 min. Potency, µM (top dose mostly 107 µM), for inactives: top-dose activity, negative = inhibition, hits mostly inhibitors. hit rate 0.53% among 400,000. AID 588579, 2011; also: % is scaled to controls: 0 for no effect and ±100 for the full control effect
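First, compounds were pin-transferred onto 10 nM Pol kappa. After 15 min at room temperature, substrate was added to 50 nM final. Fluorescence was then measured kinetically at 0 and 10 min.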
BLM helicase inh – qHTS Assay for Inhibitors of Bloom's syndrome helicase (BLM). recombinant BLM DNA unwinding, fluorescence dequenching. Potency, µM (series often up to 56.1 µM), without a hit: at the top dose activity change, negative = inhibition, hits mostly inhibitors. hit rate 0.2% among 350,000. AID 2528, 2010;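 also: plate controls were vehicle for no effect and no enzyme for full effect; nearly all actives have a fitted effect of over 35% in size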
APEX1 inh – qHTS Assay for Inhibitors of the Human Apurinic/apyrimidinic Endonuclease 1 (APE1); DNA repair nuclease/redox regulator APEX1 (Homo sapiens), P27695; recombinant APE1, TAMRA/BHQ-2 abasic DNA cleavage fluorescence; Potency, µM (series often up to 65.8 µM), for the others: top-dose activity change, negative = inhibition, hits mostly inhibitors; hit rate 0.35% among 350,000;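 also: plate controls were vehicle for no effect and reference inhibitor for full effect; nearly all actives have a fitted effect of over 55% in size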
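Readout is kinetic fluorescence (ex 525, em 598 nm) from cleavage of 50 nM TAMRA/BHQ-2 THF abasic duplex by 0.75 nM APE1, compound added 15 min beforehand at RT.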
BAZ2B block – qHTS Assay for Inhibitors of BAZ2B. Bromodomain adjacent to zinc finger domain protein 2B (Homo sapiens), Q9UIF8. AlphaScreen BAZ2B-H3K14Ac peptide displacement. Potency, µM (doses to about 114 µM), without a hit: top-dose activity change, negative = inhibition, usual class: inhibitors. hit rate 4.4% among 360,000; also: % is scaled to controls: 0 for no effect and ±100 for the full control effect; nearly all actives have a fitted effect of over 60% in size
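AlphaScreen displacement: compounds (up to 110uM) incubated 30 min at room temperature with a preformed 50 nM BAZ2B/50 nM biotinylated H3K14Ac peptide complex in PBS pH 7.4 with Tween-20. Donor and acceptor beads at 10 ug/mL final added, 20 min light-protected before reading.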
* hit, by the source's call; u = inconclusive; x = not tested or not shown; & = joins results of further samples; [ ] = remark or other dose. Calls follow the shape of the dose curve; as a rule, active = well fitted curve in the direction sought with a large enough effect; inconclusive = small, poorly fitted or top-dose-only effect, or another doubt; inactive = no such curve, though single readings can be large; an effect the other way counts as inactive or inconclusive. Potency is read from the fitted curve at half-maximal effect.

SMILES	G9a inh	POLB inh	JMJD2A Tudor inh	Pol eta inh	POLI inh	Pol kappa inh	BLM helicase inh	APEX1 inh	BAZ2B block
COc1ccc(NC(=O)c2cccc(NC(=O)c3ccccc3)c2)c(OC)c1	x	2%	-31%	-12%	141%[activator]	-11%	-1%	-2%	1%
COc1ccc(NC(=O)N2CCN(C(=O)C3CCCO3)CC2)cc1 (stereo not given)	-6%	-29%	-11%	-14%	-2%	-2%	-2%	21%	-18%
CCn1cc(/C=N\NC(=O)c2ccc3c(c2)c(C)c(C)n3Cc2ccccc2)c(C)n1	9%[12.7 µM]	u	u	-28%	30%[activator]	-14%	-15%	-5%	u
CN(C(=O)CC1C(=O)NCCN1Cc1ccc(F)c(F)c1)C1CCCCC1 (stereo not given)	45µM*	0%	-8%	-10%	4%	-8%	0%	45%[activator]	-15%
COc1ccccc1CNC(=O)COc1cc2c(c3oc(=O)cc(C)c13)CCC(C)(C)O2	-7%[12.7 µM]	5%	-16%	-22%	15%	3%	-4%	4%	1%
CC(=O)N(C)C1=C(O)c2ccccc2C(=O)C1=O	79µM*	-1%	-29%	-4%	28µM*	-15%	-7%	-1%	u
CC(C)c1ccc(NC(=S)NCCc2c[nH]c3ccccc23)cc1	45µM*	0%	u	u	-6%	0%	-7%	u	35µM*
O=C1Nc2ccccc2N(O)N1c1cc(-c2ccccc2Cl)no1	-4%[59 µM]	17%	-9%	-9%	11%	-8%	-1%	0%	-7%
CCC(C)c1ccccc1NC(=O)c1cc(C)no1 (stereo not given)	8%	23%	-8%	10%	18%	-11%	-3%	8%	13%
CCc1ccc(-c2cn3c(n2)sc2cc(C(=O)NC4CCCCCC4)ccc23)cc1	-7%[59 µM]	5%	-10%	-8%	38%[activator]	-15%	1%	x	3%
CCCOc1ccc(/C=N/Nc2cc(N3CCOCC3)ncn2)c(O)c1	x	5%	-28%	-14%	5%	-16%	-2%	-3%	u
CC1CCN(C(=O)Cn2cc(SCc3ccccc3)c3ccccc32)CC1	4%[59 µM]	-17%	4%	4%	1%	-12%	-5%	x	1%
Cc1cc(=O)[nH]c(SCC(=O)N2CCCC2)n1	x	x	u	-6%	57%[activator]	-3%	x	11%	x
CC(C)OC(=O)NC(c1ccccc1)C(Cl)(Cl)Cl (stereo not given)	8%[59 µM]	-1%	21%	-10%	124%[activator]	-16%	-4%	-8%	17%
CCc1ccccc1NC(=S)NC1CC2CCCC(C1)N2Cc1cccs1 (stereo not given)	5%[59 µM]	u	-23%	-7%	4%	-8%	-1%	15%	-7%
CCCCN1CC[C@@H]2C=CC[C@H](C(=O)OC)[C@@H]2C1=O	25%	x	-13%	-10%	14%	-6%&-12%	2%[120 µM]	42%[activator]	x
CC(C)Cn1c(=O)c2ccccc2n2c(CCC(=O)Nc3cccc(Cl)c3)nnc12	3%[59 µM]	34%	6%	-10%	26%	6%	-3%	x	3%
Cc1ccc(S(=O)(=O)N2CCN(Cc3cccc(C)c3O)CC2)cc1	12%[59 µM]	0%	-1%	-16%	4%	-4%	-5%	14%	11%
COCc1c(C(=O)OC)nnn1-c1ccc(C(F)(F)F)cc1[N+](=O)[O-]	11%[12.7 µM]	-2%	u	-24%	88%[activator]	-13%	-2%	1%	-17%
Cc1nc(C)c(-c2ccnc(/N=C/NO)n2)s1	u	7%	-13%	6%	58%[activator]	-13%	4%	-6%	-3%
O=C(CSc1nnc2ccccn12)c1ccc(Cl)cc1	6%[59 µM]	40%	-1%	-18%	-5%	0%	0%	19%	u
O=C(Nc1cccc(Oc2ccc3c(c2)C(=O)NC3=O)c1)c1ccco1	-5%[59 µM]	-1%	-18%	-4%	-10%	-9%	1%	-1%	-4%
Cc1nc(SCC(=O)Nc2cccc(S(=O)(=O)N3CCOCC3)c2)nc(C)c1C	x	x	-14%	-3%	22%	-4%	x	-7%	x
CC(=O)c1c(-c2ccc(Cl)cc2Cl)noc1C	27%	22%	10%	-4%	14%	-19%	0%	-9%	2%
Cc1ccc(S(=O)(=O)NC(C)C(c2cccs2)N2CCN(C)CC2)cc1 (stereo not given)	23%[59 µM]	25%	-9%	-9%	0%	-13%	-7%	-4%	-3%
COc1ccc(C(=O)Nc2ccccc2-c2ccccc2)cc1Cl	13%[59 µM]	-2%	13%	-17%	-5%	-5%	-4%	0%	15%
Cc1cccnc1Nc1nc(-c2ccc(F)cc2)cs1	-15%	-26%	-16%	3%	75%[activator]	-3%	-9%	-4%	-5%
C=CCNC(=S)NN(c1ccccc1)c1ccccc1	-9%	27%	-14%[57.1 µM]	-18%	106%[activator]	-3%	-7%	-3%	-38%
O=C(COc1cc(O)c2c(=O)cc(-c3ccccc3)oc2c1)c1ccccc1	38%[activator]	10%	-7%	-11%	19%	-4%	-7%	-3%	-3%[57.1 µM]
COc1ccc(N2CCN(C(=O)CSc3ncnc4scc(-c5ccc(C)cc5)c34)CC2)cc1	x	x	u	-16%	-9%	-2%	x	x	x
COc1ccc(CN2C(=O)NC3(CCOc4ccccc43)C2=O)cc1F (stereo not given)	u	11%	9%	-9%	11%	1%	-5%	2%	-1%
c1ccc2c(NC3CC3)nc(-c3ccoc3)nc2c1	4%[0.501 µM]	x	x	x	x	-4%[60.1 µM]	-4%	-3%	x
O=C(Nc1cnc(N2CCC(N3CCCCC3)CC2)c(C(=O)O)c1)c1ccc(Br)cc1	u	1%	79µM*	x	7%	-9%[60.1 µM]	4%	x	u
CN(Cc1ccco1)S(=O)(=O)c1nnc(NC(=O)c2ccccc2Cl)s1	-27%[59 µM]	u	-21%&-10%	50µM*	u	u	-11%&-5%	-4%	-24%&-1%
Cc1c(NC(=O)c2cc(-n3cnnc3)ccc2Cl)cccc1-c1nc2ccccc2s1	-34%[12.7 µM]	u	-10%	0%	-7%	1%	-2%	4%	8%
CCCCN1Cc2c(nc3cc(-c4ccco4)[nH]n3c2=O)C1=O	u	25µM*	-17%	u	u	u	18µM*	-8%	u
COC(=O)c1sccc1-c1ccc(C(=O)Nc2ccccc2)o1	u	76%	0%	-15%	19%	-5%	-9%	0%	-27%
C=C[C@H]1[C@H](OC2OC(CO)C(O)C(O)C2O)OC=C(C(=O)OC)[C@H]1C[C@H]1CC(=O)C[C@H](CC(=O)CCc2ccc(O)cc2)O1 (stereo not given in full)	x	x	-3%	-11%	37%[activator]	8%	x	x	x
Cc1cc(C2=NNC(=NCc3ccccc3)SC2)c(C)n1-c1c(C)n(C)n(-c2ccccc2)c1=O	-16%[59 µM]	17%	-9%	-15%	-13%	0%	3%	-1%	-32%
CCOC(=O)C1=C(C)NC(C)=C(C(=O)OCC)C1C(=O)OCC(=O)NCCc1ccccc1	x	x	-10%	-8%	91%[activator]	-13%	x	-1%	x
CCCOc1ccc(C2C(C(=O)c3cc4ccccc4o3)=C(O)C(=O)N2c2cc(C)on2)cc1OC (stereo not given)	x	28%	-33%	-13%	26%	5%	-13%	-16%	-8%
N#Cc1ccccc1S(=O)(=O)N1CCN(C(=O)c2cn(-c3ccccc3)nc2-c2cccnc2)CC1	7%[0.501 µM]	x	-19%	-19%	u	2%	x	26%	-1%
Cc1ccc(NC(=O)C2CCCN(S(=O)(=O)c3ccc4c(c3)oc(=O)n4C)C2)nc1 (stereo not given)	6%[59 µM]	0%	-18%	-15%	13%	-13%	2%	14%	12%
CCOC(=O)Cn1cc(Cl)cc(C(=O)Nc2ccccc2)c1=O	25%[2.33 µM]	7%	-11%	-10%	10%	3%	-3%	17%	5%
COc1ccccc1CNC(=O)Cn1ncc2c(=O)oc3ccc(C)cc3c21	2%[59 µM]	-21%	-6%	-21%	21%	-19%	-6%	x	-14%
CCN(CC(=O)Nc1c(F)cccc1F)C(=O)CCNC(=O)c1ccccc1OC	3%[12.7 µM]	x	1%	-23%	19%	-8%	x	17%	9%
O=C(CSc1nnc(SCc2ccc(Cl)cc2)s1)N/N=C/c1c(Cl)cccc1Cl	17%[59 µM]	-10%	-8%	-20%	2%	-2%	-5%	1%	7%
CCOc1ccc(N(CC(=O)Nc2ccccc2C(=O)N2CCCC2)S(C)(=O)=O)cc1	-15%	4%	-1%	-18%	69%[activator]	12%	-2%	-2%	13%
Cc1csc2nc(-c3cccc(NC(=O)C(C)C)c3)cn12	-5%[59 µM]	-10%	-27%	-20%	-14%	0%[60.1 µM]	-2%	x	-10%
COc1ccc2cnn(CCOc3cc(C)ccc3C(C)C)c(=O)c2c1OC	11%	0%	0%	-12%	20%	-3%	-6%	u	2%
Cc1ccc(NC(=O)CCCN2C(=S)NC(C)(C)CC2C)cc1 (stereo not given)	-4%	4%	-17%	10%	145%[activator]	2%	3%	3%	-20%
CC(=O)c1cccc(N=C2NC(=O)C(CO)(CO)S2)c1	19%[12.7 µM]	4%	-9%[11.4 µM]	-8%	u	6%	0%	16%	2%
CCCOc1ccc(CCN2CCC(=O)NC2=O)cc1C	-5%	25%	1%	-16%	13%	-1%	-3%	-3%	7%

Entries of single compounds, looked up by structure. Order of screens: G9a inh, POLB inh, JMJD2A Tudor inh, Pol eta inh, POLI inh, Pol kappa inh, BLM helicase inh, APEX1 inh, BAZ2B block
CCN(CC(=O)Nc1c(F)cccc1F)C(=O)CCNC(=O)c1ccccc1OC in the list: 3%[12.7 µM], x, 1%, -23%, 19%, -8%, x, 17%, 9%
CCCOc1ccc(CCN2CCC(=O)NC2=O)cc1C in the list: -5%, 25%, 1%, -16%, 13%, -1%, -3%, -3%, 7%
CCOc1ccc(N(CC(=O)Nc2ccccc2C(=O)N2CCCC2)S(C)(=O)=O)cc1 in the list: -15%, 4%, -1%, -18%, 69%[activator], 12%, -2%, -2%, 13%
Cc1ccc(NC(=O)CCCN2C(=S)NC(C)(C)CC2C)cc1 (stereo not given) in the list: -4%, 4%, -17%, 10%, 145%[activator], 2%, 3%, 3%, -20%

These rows are one share of the data, so the mix of outcomes need not match the whole.
